Compound activity: PubChem, Sanford-Burnham Center for Chemical Genomics
SENP8 inh = blocks the human protease SENP8; inhibition, % at 10 µM; 330,000 tested, 1.2% active; purified SENP8, Z-RLRGG-aminoluciferin cleavage, luminescence; Q96LD8
Target sequence (Q96LD8 whole entry, looked up): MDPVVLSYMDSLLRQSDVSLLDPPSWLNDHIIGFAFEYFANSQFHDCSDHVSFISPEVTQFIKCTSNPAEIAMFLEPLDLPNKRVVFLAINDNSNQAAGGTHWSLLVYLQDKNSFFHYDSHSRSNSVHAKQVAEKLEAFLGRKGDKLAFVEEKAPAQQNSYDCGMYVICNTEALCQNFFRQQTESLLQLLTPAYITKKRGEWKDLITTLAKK
SENP7 block = SENP7 protease inhibition | Q9BQF6 | 330,000 tested, 1.5% active | recombinant SENP7, Z-RLRGG-aminoluciferin luminescence, 40 min | inhibition, % at 5 µM;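 active = inhibition above about 50% at the single test dose, limit read from the data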;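 note: plate controls were DMSO with enzyme for no effect and no enzyme buffer wells for full effect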
Target sequence (Q9BQF6 706-1050 limits assumed): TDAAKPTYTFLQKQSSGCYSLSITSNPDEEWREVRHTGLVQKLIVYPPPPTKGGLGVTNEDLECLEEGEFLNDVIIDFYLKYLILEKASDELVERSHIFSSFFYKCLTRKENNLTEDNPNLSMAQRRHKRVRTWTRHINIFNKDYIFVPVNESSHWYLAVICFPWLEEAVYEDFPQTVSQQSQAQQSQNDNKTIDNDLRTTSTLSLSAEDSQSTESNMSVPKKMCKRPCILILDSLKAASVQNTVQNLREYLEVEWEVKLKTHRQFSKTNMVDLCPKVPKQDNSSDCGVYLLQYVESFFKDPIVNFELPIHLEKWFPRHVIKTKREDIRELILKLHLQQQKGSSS
Jurkat NFkB inh = inhibitors of the PMA/ionomycin-induced NF-kB reporter in Jurkat cells. 330,000 tested, 0.53% active. PMA/ionomycin-induced NF-kB luciferase reporter, luminescence. inhibition, % at 4 µM
HKDC1 inh = inhibitors of human hexokinase HKDC1; recombinant HKDC1, G6PDH/diaphorase resazurin coupled fluorescence; Q2TB90; AID 493160; inhibition, % at 20 µM; 340,000 tested, 0.16% active;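 active = inhibition above about 35% when tested at 20 µM, limit read from the data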;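 note: plate controls were DMSO wells with enzyme for no effect and DMSO wells lacking enzyme for full effect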
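Incubation: 90 min at room temperature in dark / Material: recombinant HKDC1 (HK5) hexokinase enzyme, produced in-house / Quantity: enzyme 5 µg/mL final / Compound: one dose of 20 µM, 1% DMSO / Reagent: glucose and ATP substrates / Buffer or medium: Tris pH 8.0 buffer with MgCl2, Tween-20, BSA, BME / Technique: resorufin fluorescence at 613 nm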
697 NFkB inh = lowers PMA/ionomycin-induced NF-kB signal in 697 B cells | AID 435022 | 697 B-cell NF-kB luciferase reporter, 16 h | 330,000 tested, 0.33% active | inhibition, % at 4 µM; in the data active = inhibition above about 35%
UBC13 polyUb = human UBC13 polyubiquitination inhibition | P61088 | UBC13 polyubiquitin chain formation, TR-FRET | inhibition, % at 20 µM | 330,000 tested, 0.47% active | AID 485273; in the data active = inhibition above about 45%, passing the limit was not always enough
Target sequence (P61088 whole entry, looked up): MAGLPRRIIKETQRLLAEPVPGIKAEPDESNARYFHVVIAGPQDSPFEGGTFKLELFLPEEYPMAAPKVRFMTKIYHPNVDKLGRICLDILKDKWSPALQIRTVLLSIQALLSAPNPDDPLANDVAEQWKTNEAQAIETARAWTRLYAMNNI
Gli-Sufu antag = antagonists of Gli-Sufu signaling. Sufu-KO-LIGHT fibroblasts, Gli luciferase reporter luminescence. inhibition, % at 5 µM. 340,000 tested, 0.74% active;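 active = inhibition above about 55%, limit read from the data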;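 note: 0% = DMSO-treated cells and 100% = wells with medium but no cells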
Apaf-1 inh = inhibitors of human Apaf-1 apoptosome | O14727 | reconstituted apoptosome caspase-3 activity, DEVD-Rh110 fluorescence | inhibition, % at 20 µM | 330,000 tested, 0.71% active; active = inhibition of at least 40% at 20 µM;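 note: plate controls were DMSO wells for no effect and DEVD-CHO caspase inhibitor wells for full effect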
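Material: reconstituted apoptosome with Apaf-1, cytochrome c, caspase-9, procaspase-3, dATP; medium: pH 7.5 Hepes buffer with CHAPS, BSA, DTT; also added: cytochrome c and DEVD-Rh110 substrate; timing: 30 min plus 50 min, RT; signal: Rh110 fluorescence intensity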
Active calls of the source: *; / = not tested or not shown. Cut-off read from the data, not from the text of the source, unless noted: active = inhibition above about 50%; inactive = the rest.

Each structure is followed by: SENP8 inh | SENP7 block | Jurkat NFkB inh | HKDC1 inh | 697 NFkB inh | UBC13 polyUb | Gli-Sufu antag | Apaf-1 inh
CN1C(=O)N(CC(=O)Nc2ccc(C(F)(F)F)cc2)C(=O)C12CCCCC2
    12 | -4 | -18 | 1 | 10 | 5 | -1 | 10
O=C(NCCc1ccc(Cl)cc1)C1CCN(S(=O)(=O)c2ccc(-n3cnnn3)cc2)CC1
    -9 | -4 | -7 | -3 | 12 | -6 | 2 | 13
COC(=O)[C@]1(S(=O)(=O)c2ccccc2)C[C@@H]2ON=C(c3ccc(OC)cc3)[C@@H]2C1
    3 | -2 | -9 | 3 | 10 | -4 | 0 | 9
N#C/C(=N\O)c1nc2ccccc2s1
    -13 | -8 | -2 | -2 | 13 | -7 | -1 | 12
Cc1c(NC(=S)NC(=O)c2ccc(COc3ccccc3)cc2)cccc1C(=O)O
    11 | -2 | 7 | -2 | -1 | -1 | 2 | 16
O=C(Nc1ccc2c(c1)OCCO2)c1ccc(Cl)c(S(=O)(=O)N2CCCCC2)c1
    -10 | 0 | 7 | 3 | -106 | -2 | 34 | 31
O=C(NCCN1CCOCC1)c1ccc(/C=C2\Sc3ccccc3N(Cc3ccc(F)cc3)C2=O)cc1
    -5 | -3 | -5 | -4 | -12 | 20 | 5 | 14
Cc1cccc(C)c1NC(=O)CNC(=O)COC(=O)c1ccc(Cl)s1
    8 | 2 | -20 | -5 | 5 | 6 | 3 | -9
CCOC(=O)[C@H]1[C@H]2COc3ccccc3[C@@H]2N2C(=O)c3cc(Cl)ccc3NC(=O)[C@@]12C
    4 | -7 | 2 | -3 | 1 | 8 | 8 | 18
O=C(COc1ccc([N+](=O)[O-])cc1Cl)N(C1CCCCC1)C1CCS(=O)(=O)C1 (configuration not stated)
    -1 | 19 | -1 | 0 | -13 | -18 | -3 | 4
COCCNC(=O)Cn1nc(-c2ccc(Cl)cc2)c2ccccc2c1=O
    -2 | 10 | -14 | 2 | 2 | 0 | 5 | 8
NC(=O)NC(Cc1ccccc1)C(=O)O (configuration not stated)
    8 | 9 | -8 | -9 | -23 | -7 | 0 | 16
O=C(CSc1ccc2ccccc2n1)NCCCN1CCCC1=O
    2 | 5 | -1 | 3 | 24 | -4 | -9 | -1
N#Cc1ccc(Oc2ccc(NC(=O)C3CC=CCC3C(=O)O)cc2)cc1 (configuration not stated)
    -3 | 0 | 12 | 11 | 4 | 1 | -7 | -4
CCOC(=O)COc1nc(Nc2ccccc2C)nc(N(C)C)n1
    -3 | 2 | 0 | 0 | 12 | 2 | 2 | 5

The final three entries of the part above are carried over, then new ones follow.
Each structure is followed by: SENP8 inh | SENP7 block | Jurkat NFkB inh | HKDC1 inh | 697 NFkB inh | UBC13 polyUb | Gli-Sufu antag | Apaf-1 inh
O=C(CSc1ccc2ccccc2n1)NCCCN1CCCC1=O
    2 | 5 | -1 | 3 | 24 | -4 | -9 | -1
N#Cc1ccc(Oc2ccc(NC(=O)C3CC=CCC3C(=O)O)cc2)cc1 (configuration not stated)
    -3 | 0 | 12 | 11 | 4 | 1 | -7 | -4
CCOC(=O)COc1nc(Nc2ccccc2C)nc(N(C)C)n1
    -3 | 2 | 0 | 0 | 12 | 2 | 2 | 5
Cc1ccc(N=Cc2c(O)[nH]c3ccccc23)c([N+](=O)[O-])c1
    -4 | 13 | -99 | -2 | -68 | -88 | -66 | 12
Clc1ccccc1-c1nnc(-c2cccnc2)o1
    -4 | 1 | -55 | -2 | -79 | 2 | -41 | -4
COc1ccc(C#Cc2c(-c3ccc(OC)cc3)oc3ccc(-c4ccc5c(c4)OCO5)cc23)cc1
    0 | -8 | 8 | 0 | 9 | -4 | -8 | 1
CN1CCN(c2nc3c(c(=O)n(C)c(=O)n3C)n2Cc2ccc(F)cc2)CC1
    6 | 1 | 5 | -7 | 4 | 11 | 4 | -19
CCn1c(-c2cc3ccccc3cc2O)n[nH]c1=S
    2 | 10 | -2 | -10 | 6 | 10 | -5 | 11
C/C(=C\c1ccccc1)C(=O)N1CCN(c2cccc(C(F)(F)F)c2)CC1
    -1 | 6 | -27 | 9 | -7 | 4 | -6 | 16
CC(C)(C)C(=O)Nc1cccc(S(=O)(=O)NC2=NCCC2)c1
    -6 | -9 | -2 | -5 | 14 | 0 | -6 | 5
Cc1cccc(NC(=O)CSc2nnc(CNC(=O)c3ccco3)o2)c1
    -4 | -5 | 0 | -4 | -6 | 8 | 26 | -4
COc1ccc(/C(O)=C2/C(=O)C(=O)N(CCCN(C)C)C2c2ccccc2)cc1OC (configuration not stated)
    -10 | -2 | -4 | 9 | -6 | -9 | -3 | 4
CCOc1cc(C2NC(=O)NC(c3ccccc3)=C2C(=O)c2ccccc2)c(Br)cc1OCC(=O)O (configuration not stated)
    -4 | 5 | -10 | -4 | 8 | 1 | -6 | 2
COc1ccc(NC(=O)CN(C)C(=O)c2ccc3ccccc3n2)cc1
    1 | 6 | 3 | -9 | -3 | 5 | 7 | -5
O=C(COC(=O)Cc1ccc(S(=O)(=O)N2CCOCC2)s1)NCc1ccccc1
    -10 | 1 | 12 | -2 | 27 | -2 | -2 | -3
NC(=O)CC(NC(=O)c1ccccc1)c1ccc(N2CCc3ccccc3C2)c([N+](=O)[O-])c1 (configuration not stated)
    6 | 10 | 4 | -2 | 13 | 6 | 29 | 20
NC1(C(=O)O)CC1
    8 | -6 | 11 | 6 | -11 | 9 | -5 | -5
COCCNC(=O)CCc1nc(-c2ccccc2)no1
    -7 | 9 | -10 | -6 | -16 | -5 | -76 | -3
O=C(O)CSc1ccc(S(=O)(=O)N2CCCC2)cn1
    0 | -8 | -1 | -2 | 11 | -2 | -1 | 3
CCOC(=O)c1nn(-c2ccccc2)cc1O
    10 | 2 | -7 | -4 | 6 | 7 | 0 | -6
CCn1c(=O)cc(SCC(=O)N2CCN(c3ccccc3OC)CC2)c2ccccc21
    9 | 5 | -4 | -10 | 36* | 27 | 24 | -2
O=C(CSc1ccc2nnc(-c3ccccc3)n2n1)N1CCCCC1
    -9 | -5 | 7 | 4 | 14 | -1 | -24 | -113
CN(CC(=O)Nc1cc(S(=O)(=O)N2CCCC2)ccc1Cl)Cc1cccs1
    -1 | 10 | 16 | 0 | -3 | 17 | 6 | 7
COc1ccc(C(=O)OCC(=O)c2ccc(C)c(S(=O)(=O)N3CCOCC3)c2)cc1OC
    -7 | 1 | 6 | -9 | -30 | -8 | 5 | 6
CCN1C(=O)[C@H]2[C@@H](c3ccc(-c4ccc(F)cc4)c(OC)c3)N[C@@](C)(C(=O)OC)[C@H]2C1=O
    -1 | -5 | 11 | 13 | -2 | -6 | 0 | 4
O=c1c[n+]([O-])c2ccccc2n1OCc1c(F)cccc1F
    4 | -2 | -7 | 6 | 12 | -9 | 25 | 3
O=C(N/N=C/c1cc([N+](=O)[O-])ccc1N1CCNCC1)c1ccc([N+](=O)[O-])cc1
    -2 | 3 | -12 | 0 | 22 | 16 | -20 | 18
CN(Cc1ccc2nonc2c1)Cc1nc(Cc2cccc(F)c2)no1
    -9 | -7 | -9 | -3 | -7 | -6 | 3 | 2
O=C(COc1cccc(Cl)c1)N/N=C\c1cc2ccccc2nc1Cl
    -7 | -1 | 18 | -8 | -4 | 22 | 4 | -5
CCCOP(=O)(c1ccc(N(C)C)cc1)C(O)c1cc(OC)c(OC)c(OC)c1 (configuration not stated)
    0 | 0 | -3 | 0 | -40 | -11 | 7 | 10
CC(CNC(=O)CCc1nnc2ccc(N3CCC4(CC3)OCCO4)nn12)c1ccccc1 (configuration not stated)
    8 | 7 | -4 | -2 | -16 | -10 | -5 | -4
CCC(/C=N/NC(=O)C(=O)N/N=C/C(CC)CC)CC
    3 | 5 | -3 | -9 | 0 | -4 | -4 | 4
O=c1cc(NCCc2ccccc2)c2ccccc2o1
    -4 | 1 | -33 | -1 | -64 | 11 | -28 | -10
CCN(Cc1ccccc1)C(=O)C1CCN(Cc2ccc(OC)c(OC)c2OC)CC1
    -15 | 0 | 1 | -10 | -6 | -5 | 9 | 3
CC(C)c1ccc(CN(C(=O)C2COc3ccccc3O2)C2CCS(=O)(=O)C2)cc1 (configuration not stated)
    -8 | -1 | 6 | 17 | -6 | -12 | -3 | 27
CC(C)CC1CCCCC1OC(=O)C[N+]1(C)CCCCC1 (configuration not stated)
    0 | -3 | 4 | -15 | 6 | 12 | 49 | -1
CCCNC(=S)Nc1ccc(Oc2ccccc2)cc1
    3 | 9 | 12 | -10 | 1 | 8 | -1 | 12
CC1(C)C(=O)NCCN1C(=O)CC1C(=O)NCCN1CC(c1ccccc1)c1ccccc1 (configuration not stated)
    -3 | -5 | -6 | 0 | 15 | -12 | -1 | 6
C/C(CCN1CCc2nc(-c3ccccc3)c(-c3ccccc3)cc2C1)=N\O[C@@H](C)c1cn([C@H](CO)Cc2ccccc2)nn1
    8 | 1 | 10 | / | -20 | 26 | / | 23
O=C(NCCc1ccccn1)c1nc(Cn2cc([N+](=O)[O-])cn2)no1
    1 | 4 | 25 | -5 | 14 | 1 | 7 | -11
C=CCn1c(SCC(=O)Nc2ccc(F)cc2)nc2ccccc2c1=O
    -7 | 5 | 2 | 0 | -14 | -1 | 5 | 5
Cc1ccc(C(=O)NCCCNC(=O)c2ccccc2C)cn1
    -2 | 1 | 16 | -4 | 7 | -1 | 3 | 2
COc1ccccc1OCCNC(=O)c1cc(SC)ccc1Cl
    2 | -4 | 7 | 4 | 12 | 1 | 3 | -6
N#CC1(NC(=O)CSc2nnc(-c3ccccc3F)o2)CCCCC1
    3 | -3 | 12 | -5 | 7 | -5 | -14 | -1
COc1ccc(NC(=O)CC2C(=O)N(C)C(=S)N2CCc2ccc(F)cc2)cc1 (configuration not stated)
    -1 | -7 | 13 | 3 | 5 | -2 | 1 | -5
Cc1n[nH]c(C)c1S(=O)(=O)N(C)Cc1ccco1
    -6 | 0 | -6 | 2 | -6 | -3 | 3 | -2
COc1ccc(NC(=O)c2ccc(=O)oc2)cc1
    -9 | 4 | 1 | -1 | 8 | 2 | 37 | -2
O=C(CSc1ncccn1)Nc1ccc(Cl)c(S(=O)(=O)N2CCOCC2)c1
    -7 | -1 | 10 | -4 | -6 | -7 | 1 | 1

Limited to HKDC1 inh, for some of the entries so far:
canonical_smiles | HKDC1 inh
CC(C)CC1CCCCC1OC(=O)C[N+]1(C)CCCCC1 (configuration not stated) | -15
CCCNC(=S)Nc1ccc(Oc2ccccc2)cc1 | -10

Further records follow.
Each structure is followed by: SENP8 inh | SENP7 block | Jurkat NFkB inh | HKDC1 inh | 697 NFkB inh | UBC13 polyUb | Gli-Sufu antag | Apaf-1 inh
Cc1ccc(C(=O)COC(=O)CCN2C(=O)C3C4CC(C(Br)C4Br)C3C2=O)cc1 (configuration not stated)
    9 | 2 | -14 | -4 | 7 | 5 | -6 | 7
COc1ccc(N2CCN(Cc3cc(=O)oc4cc(-c5ccccc5)c(O)cc34)CC2)cc1
    10 | -5 | 1 | 3 | -29 | -30 | 1 | 3
Cc1cc(C(C)(C)C)cc(C)c1COC(=O)c1cccnc1
    6 | -7 | 4 | 4 | -13 | 2 | 4 | 19
Cc1ccc(NC(=O)CSCC(=O)NCCc2ccccc2)cc1
    0 | 1 | -9 | -6 | 4 | 3 | -1 | 12
COc1ccccc1CNC(=O)CS(=O)(=O)c1ccccc1
    -1 | -2 | 9 | -2 | 9 | -1 | 1 | 6
COc1cccc(/C=C/C(=O)OCC(=O)c2ccc(C)c(C)c2)c1OC
    5 | 2 | -12 | -4 | 24 | 11 | 0 | -9
